D1 agonist = activates the human D1 dopamine receptor; 1% of 360,000 active; activation, % at 2 µM; AID 504660; HEK293 T-REx D1 cells, calcium flux, agonist mode; further: 0% is about no effect
Target sequence (P21728 whole entry, looked up): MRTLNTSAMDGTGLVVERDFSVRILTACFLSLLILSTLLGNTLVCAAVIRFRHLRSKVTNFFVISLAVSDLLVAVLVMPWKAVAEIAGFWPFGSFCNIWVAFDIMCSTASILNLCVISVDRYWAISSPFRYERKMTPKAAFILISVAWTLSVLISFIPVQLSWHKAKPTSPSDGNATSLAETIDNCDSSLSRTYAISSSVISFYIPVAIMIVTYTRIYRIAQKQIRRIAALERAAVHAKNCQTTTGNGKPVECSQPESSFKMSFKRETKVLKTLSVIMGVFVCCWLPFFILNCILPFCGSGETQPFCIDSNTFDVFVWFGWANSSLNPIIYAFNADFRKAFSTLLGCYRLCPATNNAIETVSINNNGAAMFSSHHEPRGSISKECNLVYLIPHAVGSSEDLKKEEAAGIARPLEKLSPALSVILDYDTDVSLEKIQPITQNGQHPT
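Tetracycline-induced HEK293 TREx D1 cells, force-coupled to calcium signalling, were dye-loaded with a no-wash calcium kit. Compound was pin-added after a 10 s baseline. Fluorescence was read kinetically at 1 cycle/s for 180 s, with calcium rises flagged as agonism.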
D2 agonist = activates the human D2 dopamine receptor; P14416; 0.53% of 340,000 active; HEK293 T-REx D2 cells, calcium flux agonist mode; activation, % at 2 µM;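 active means activation over 3 SD above normal in the single-dose calcium agonist read, cut at about 30% in these data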; further: 0% is about no effect
Target sequence (P14416 whole entry, looked up): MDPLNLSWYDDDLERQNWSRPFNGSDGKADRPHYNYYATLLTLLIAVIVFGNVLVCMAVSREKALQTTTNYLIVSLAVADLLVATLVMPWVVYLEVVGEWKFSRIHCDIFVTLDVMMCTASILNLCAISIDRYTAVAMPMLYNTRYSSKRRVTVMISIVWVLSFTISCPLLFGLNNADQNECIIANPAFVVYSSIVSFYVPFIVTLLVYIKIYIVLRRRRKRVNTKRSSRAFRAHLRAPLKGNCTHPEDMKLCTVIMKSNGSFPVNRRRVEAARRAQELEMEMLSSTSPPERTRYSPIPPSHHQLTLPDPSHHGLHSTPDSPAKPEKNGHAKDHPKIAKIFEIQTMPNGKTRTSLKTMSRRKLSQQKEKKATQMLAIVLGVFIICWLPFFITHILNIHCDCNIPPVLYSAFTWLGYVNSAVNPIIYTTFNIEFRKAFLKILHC
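Calcium-flux readout, 1 cycle/sec over 180 s following compound pin transfer, in inducible HEK293 Trex D2 cells (force-coupled); dopamine controls included. Positive calcium responses during this window marked compounds as potential agonists.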
D1 PAM = human D1 dopamine receptor positive modulation; potentiation, % at 10 µM; HEK293 TREx D1 cells, calcium flux, dopamine EC20 potentiation; 0.036% of 360,000 active; in the data active means potentiation above about 30%; further: 0% is about no effect
D2 antagonist = D2 dopamine receptor (human) antagonism | P14416 | AID 485344 | inhibition, % at 10 µM | 2% of 340,000 active | HEK293 TREx D2 cells, calcium flux, dopamine EC80; in the data active means inhibition above about 30%; further: 0% is about no effect
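Overnight-induced (tetracycline, 30 C) HEK293 T-REx cells carrying force-coupled D2 receive a no-wash calcium dye, then compound, then EC80 dopamine at 180 s; signals are read kinetically throughout.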
TRHR enhancer = TRH receptor (human) allosteric enhancement; P34981; TRHR cells, fluo-8 calcium fluorescence, EC20 TRH enhancement; enhancement, % at 2 µM; 0.66% of 360,000 active; AID 493056; in the data active means enhancement above about 30%; further: 0% is about no effect
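TRHR-expressing cells loaded with fluo-8 calcium dye were read kinetically (ex 480/em 530) during compound addition, then stimulated with an EC20 of TRH (10 nM final). Enhancement of the Gq-mediated intracellular calcium response was scored.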
RXFP1 antagonist = blocks the human relaxin receptor RXFP1; Q9HBX9; HEK293-RXFP1, relaxin-stimulated cAMP HTRF, 30 min; hits give low values; activity change, negative = inhibition, % at 57.5 µM; 0.59% of 350,000 active; AID 1259400;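 active means activity change of -60% or lower, but not beyond a set lower limit; inconclusive means change between -60% and -40%, or beyond the set limit; inactive means change above -40%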; further: on the % scale 0 is the no-effect control and ±100 the full control effect
D2 potentiator = positively modulates the human D2 dopamine receptor allosterically | 0.34% of 340,000 active | AID 485347 | potentiation, % at 10 µM | P14416 | HEK293 T-REx D2, calcium flux, EC20 dopamine potentiation;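 active means potentiation over 3 SD above the plate norm, cut at about 30% in these data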; further: 0% is about no effect
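Tetracycline-induced Hek293 Trex D2 cells, force-coupled to calcium, loaded with no-wash calcium dye. Compound added with 180 s kinetic read for agonism, then EC20 dopamine and a further 180 s read for potentiation.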
TRHR agonist = agonists of human TRH receptor | P34981 | TRHR cells, calcium flux fluo-8, FDSS agonist mode | activation, % at 2 µM | 0.18% of 360,000 active | AID 493084; further: 0% is about no effect
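Read-out: compound-evoked intracellular calcium rise in TRHR cells, fluo-8 dye, kinetic FDSS fluorescence at 1 s/cycle following a 10-cycle baseline. Cells cultured overnight before dye loading (30 min–1.5 h, RT).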
D1 antag = blocks dopamine activation of the human D1 receptor; P21728; HEK293 TREx D1 cells, calcium flux, dopamine EC80; hits give low values; activity change, negative = inhibition, % at 10 µM; 3.2% of 360,000 active; AID 504652; in the data active means activity change below about -30%; further: on the % scale 0 is the no-effect control and ±100 the full control effect
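HEK293 T-REx cells expressing inducible, force-coupled D1 receptor; no-wash Ca dye, 30–90 min RT. Cmpd → 180 s read at 1 Hz → EC80 DA → 180 s read.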
Starred values were filed as active, the others as inactive; ? = inconclusive; . = no result given. Unless noted, no stated cut-off is given here; in the data, active means activation above about 30%; inactive means the rest.

SMILES	D1 agonist	D2 agonist	D1 PAM	D2 antagonist	TRHR enhancer	RXFP1 antagonist	D2 potentiator	TRHR agonist	D1 antag
CCN(CC)CCn1c(=N)n(CCO)c2ccccc21	4	.	-2	.	3	-8	.	1.1	-5
CCCCNC(=O)c1cc(-c2ccc(OC)cc2)on1	7	-0.1	1	-24	-9	0	-3	0.3	-4
CO/N=C/NC(=O)NOCc1ncc(C(F)(F)F)cc1Cl	2	0.2	-7	15	-1	6	-6	-0.3	-7
Cn1c(=O)[nH]c(=O)c2c1nc(NCCO)n2CCOc1ccccc1	-2	-0.8	2	6	1	-5	6	0.0	0
O=C(c1ccc2c(c1)OCO2)C1CCCN(C(=O)Nc2ccc(F)cc2F)C1 (configuration not stated)	2	1.7	5	6	1	-4	1	-0.3	12
O=C(Nc1ccccc1)Nc1ccc(F)cc1F	8	-0.2	-2	-11	-7	2	-4	1.3	-4
O=C(NC1CCCCC1)NC1CC2CCC(C1)N2C(=S)NCc1ccco1 (configuration not stated)	3	0.1	-8	-2	-4	-4	1	1.9	16
O=C(Cn1c(=O)oc2cc(S(=O)(=O)N3CCCC3)ccc21)Nc1cccc(C(F)(F)F)c1	11	-0.8	-3	18	-3	-11	0	-1.2	-39*
COc1ccccc1C1CC(c2ccc(Br)cc2)=NN1C(=O)c1cccnc1 (configuration not stated)	8	-1.2	-4	3	-2	3	7	-0.7	3
CC(C(=O)NC1C=CS(=O)(=O)C1)N1C(=O)/C(=C\c2ccccc2)SC1=S (configuration not stated)	26	0.4	-10	2	12	-6	9	-0.6	-23
COc1ccc(CCNC(=O)Cc2ccc([N+](=O)[O-])cc2)cc1OC	2	-0.8	-2	1	14	4	0	-0.1	12
CCOc1ccccc1NC(=S)N1CCC(NC(=O)NC23CC4CC(CC(C4)C2)C3)CC1	0	-1.9	-7	-3	-5	-24	-10	-0.3	-4
CCc1ccc(CNC(=O)c2cnc3sc4cc(OC)ccc4n3c2=O)cc1	1	-0.1	-2	.	2	-20	1	-0.2	5
O=C(CCC(=O)N1CCSc2ccccc21)Nc1cccc(F)c1	4	-0.3	-2	-18	-3	2	5	1.0	-31*
Cc1cc(C)cc(NC(=O)C2CCCN(S(=O)(=O)c3c(C)noc3C)C2)c1 (configuration not stated)	7	0.3	1	-3	10	1	-5	1.1	-6
CCCc1ccc(OCc2nc(-c3ccc(NC(=O)c4cccs4)cc3)no2)cc1	13	-1.6	-3	-12	14	-5	22	-0.3	-26
Cc1ccc(OCCCC(=O)NNC(=O)c2ccncc2)cc1	-1	-1.0	-5	7	-3	-7	-2	-0.4	23
Cc1cccc(C(=O)Nc2ccc(C(=O)OCc3cc(=O)n4nc(C5CC5)sc4n3)cc2)c1	-2	1.6	-1	.	7	-3	2	0.6	-15
CCCCn1c(SCC(=O)c2ccccc2)nc2ccsc2c1=O	6	-1.0	8	16	-1	-11	2	0.2	1
COc1ccccc1N1CCN(/N=C/c2c(C)nn(-c3ccccc3)c2C)CC1	0	-1.8	-16	-15	10	-21	4	-0.3	-21

Structures shown so far containing a CF3 group, in the order listed:
SMILES	D1 agonist	D2 agonist	D1 PAM	D2 antagonist	TRHR enhancer	RXFP1 antagonist	D2 potentiator	TRHR agonist	D1 antag
CO/N=C/NC(=O)NOCc1ncc(C(F)(F)F)cc1Cl	2	0.2	-7	15	-1	6	-6	-0.3	-7
O=C(Cn1c(=O)oc2cc(S(=O)(=O)N3CCCC3)ccc21)Nc1cccc(C(F)(F)F)c1	11	-0.8	-3	18	-3	-11	0	-1.2	-39*

The main list resumes; the 3 compounds before the break are reprinted first.
SMILES	D1 agonist	D2 agonist	D1 PAM	D2 antagonist	TRHR enhancer	RXFP1 antagonist	D2 potentiator	TRHR agonist	D1 antag
Cc1cccc(C(=O)Nc2ccc(C(=O)OCc3cc(=O)n4nc(C5CC5)sc4n3)cc2)c1	-2	1.6	-1	.	7	-3	2	0.6	-15
CCCCn1c(SCC(=O)c2ccccc2)nc2ccsc2c1=O	6	-1.0	8	16	-1	-11	2	0.2	1
COc1ccccc1N1CCN(/N=C/c2c(C)nn(-c3ccccc3)c2C)CC1	0	-1.8	-16	-15	10	-21	4	-0.3	-21
COC(=O)C1CCN(C(=O)NC2CC(=O)N(c3ccc4c(c3)OCCO4)C2)CC1 (configuration not stated)	0	-0.1	2	10	16	-11	13	0.7	-2
O=[N+]([O-])c1ccc(NCCNS(=O)(=O)c2ccccc2)c(C(F)(F)F)c1	-1	-0.5	-4	-10	-3	3	9	-0.7	8
Cc1ccc(C)c(OCCC(=O)OCC(=O)NC(=O)NCc2ccccc2)c1	10	0.2	4	-2	-6	6	8	0.2	2
CSCC[C@@H](C(=O)NCCCCCCCCCCC(=O)N1CCNCC1)n1cc(CCO)nn1	2	0.5	-9	-21	2	.	10	-0.1	-36*
CSc1cc(C)nc(N(C)C(C)=O)n1	2	0.6	3	17	-6	3	-8	0.1	-4
NC(=O)c1cc2ccccc2oc1=NCc1ccccc1	-1	0.3	-1	4	0	0	11	-0.2	11
C=CCn1c(SCC(=O)c2ccc(O)c(O)c2)nnc1-c1cccc(C)c1	-2	-0.1	4	3	2	.	14	-0.3	31
COC(=O)c1ccc(NC(=O)C[n+]2ccccc2C)cc1	4	0.4	-1	15	-4	2	-8	0.2	1
CCOC(=O)c1cc(N)cc([N+](=O)[O-])c1	2	1.2	-4	-8	4	-12	-12	0.2	9
C/C=C/C=C\C(=O)Nc1cccc(C2=NOC3(C2)C[C@H](C(N)=O)N(C(=O)CC#N)C3)c1 (some centres not stated)	10	-0.4	-2	33*	1	.	-3	-0.6	-11
Cc1cccc(Cn2nc(C)cc2NC(=O)CCCn2ccc([N+](=O)[O-])n2)c1	2	0.5	-2	7	1	-11	-7	0.0	14
CC(Oc1ccccc1Cl)C(=O)N1CCOCC1 (configuration not stated)	6	.	3	.	-6	9	.	-0.3	-6
O=C(Cc1ccccc1)Nc1sc2c(c1C(=O)Nc1cccc(Cl)c1)CCCC2	7	.	-4	.	4	.	.	1.9	22
Nc1nnnn1/N=C/c1ccc(Br)cc1	0	.	2	.	5	3	.	-0.7	-6
CC(C)(C)N(Cc1ccccc1)C(=O)COC(=O)C1=NN(c2ccccc2)C(=O)CC1	1	0.1	-2	-8	1	2	0	-0.4	-15
O=C(NC1CCCC1)C1CCC(=O)N1C1CCCCC1 (configuration not stated)	2	-0.4	-1	1	-2	-13	.	0.5	16
CCCCC(=O)Nc1ccccc1N1CCN(c2ccc(F)cc2)CC1	4	0.3	-2	-5	14	-14	-9	1.0	2
CCN(CC)C(=O)CN1C(=O)COCC1=O	4	0.0	1	-1	4	-6	-2	0.3	1
COc1ccc(-c2cc(-c3cc(OC)ccc3O)[nH]n2)cc1	5	-1.0	-3	-13	18	?	8	1.9	-6
CCc1cccc(C)c1NC(=O)C1CCCN1C(=O)NCc1ccccc1 (configuration not stated)	2	.	-14	.	-1	5	.	0.6	1
Cc1ccc(CNC(=O)C2=NNC(=O)CC2)cc1	4	1.3	-5	-1	4	.	9	0.5	2
COc1ccc(-c2nc(N)n(C(=O)c3ccccc3)n2)cc1	-2	0.1	-3	-2	1	-14	14	0.0	.
O=C1C(Cl)=C(Nc2ccccc2O)C(=O)N1CCc1ccccc1	4	1.9	0	10	16	-10	-6	3.6	-6
COC(=O)CNC(=O)C1Cc2ccccc2CN1S(=O)(=O)c1ccc(F)cc1 (configuration not stated)	6	1.1	7	-15	10	9	-3	-1.4	-5
O=C(NN1C(=O)C2C3C=CC(C3)[C@H]2C1=O)c1cccnc1 (some centres not stated)	3	1.0	-1	-4	-2	-3	14	0.6	39
O=C(O)Cc1sc(Nc2ccc(F)cc2)nc1-c1cccs1	3	0.5	-6	-35	-4	-7	2	2.3	7
COc1ccc(CCN2CC(C(=O)NCCc3cn[nH]c3)CCC2=O)cc1 (configuration not stated)	12	0.4	5	-4	2	-2	-3	1.0	-1
CCOC(=O)C1=C(CN2CCN(c3ccccc3OC)CC2)NC(=O)NC1c1ccccc1 (configuration not stated)	2	1.7	-3	.	-1	.	-6	0.5	-32*
CC(C)(C)C(=O)N1CCN(c2ncccc2C(F)(F)F)CC1	4	-0.2	-1	-6	-1	-1	-1	-0.2	15
S=C(NCc1ccncc1)NC1CCCC1	2	-1.2	0	-1	2	-3	7	0.3	-15
Cc1ccc(/C=N/NC(=O)c2ccccc2OCc2ccc(F)cc2)o1	1	-2.0	-1	21	-5	-2	17	-2.9	-12
CCCC(=O)C1=C(N2CCCCC2)CC(C)(C)C(C(=O)OC)C1=O (configuration not stated)	1	2.9	-2	7	10	1	8	0.7	1
Cc1oc(-c2ccc(Cl)cc2)nc1CS(=O)CC(=O)NCc1ccc(Cl)cc1 (configuration not stated)	2	-0.6	2	.	0	-13	12	-0.3	-5
Nc1c(C(=O)CSc2n[nH]c(-c3ccccc3)n2)c(=O)[nH]c(=O)n1C1CC1	4	66*	3	-8	-1	-1	-27	-0.3	-9
COc1ccc(S(=O)(=O)Nc2cc(-c3cn4ccccc4n3)ccc2C)cc1	0	.	0	.	3	.	6	-1.0	0
N=c1c(C(=O)NC2CCCCC2)cc2c(=O)n3ccccc3nc2n1CCc1ccccc1	0	0.3	-8	-12	3	-9	19	-0.1	-25
CC(=O)c1cccc(S(=O)(=O)N2CCCC(c3nc(-c4ccc(C)o4)no3)C2)c1 (configuration not stated)	1	0.2	-5	-5	4	-3	-4	-0.9	0
CCC(C)N1CCN(S(=O)(=O)Cc2ccccc2)CC1 (configuration not stated)	0	-3.1	6	21	0	-3	.	0.5	26
COCCCn1c(SCC(=O)Nc2ccc(C)cc2)nc2ccccc2c1=O	0	0.1	-2	0	17	-11	3	-0.1	-11
O=C(O)Cc1csc(Nc2cccc(Cl)c2)n1	4	-0.3	-1	1	8	9	-6	0.2	-3

Arranged by the number under D1 agonist (rising): some entries from above.
canonical_smiles | D1 agonist
Cc1ccc(/C=N/NC(=O)c2ccccc2OCc2ccc(F)cc2)o1 | 1
Cc1oc(-c2ccc(Cl)cc2)nc1CS(=O)CC(=O)NCc1ccc(Cl)cc1 (configuration not stated) | 2
Cc1ccc(CNC(=O)C2=NNC(=O)CC2)cc1 | 4
COC(=O)CNC(=O)C1Cc2ccccc2CN1S(=O)(=O)c1ccc(F)cc1 (configuration not stated) | 6

Next entries.
SMILES	D1 agonist	D2 agonist	D1 PAM	D2 antagonist	TRHR enhancer	RXFP1 antagonist	D2 potentiator	TRHR agonist	D1 antag
CCCC12CN3CCN(CC(C3)/C1=N\NC(=O)c1ccccc1N)C2	2	1.0	-1	-5	-5	-1	9	0.1	-12
O=C(CN1C(=O)NC2(CCCCC2)C1=O)Nc1ccc2[nH]c(=O)[nH]c2c1	2	0.3	1	-16	-3	1	-1	0.4	-3
COc1ccc(C)cc1N(CC(=O)N1CCC(C)CC1)S(=O)(=O)c1ccc(C)cc1	-2	-0.6	1	.	1	-17	.	4.9	-7
Cc1c(C)c2ccc(OC(C)C(=O)NC3CC(C)(C)NC(C)(C)C3)cc2oc1=O (configuration not stated)	2	0.4	-4	3	1	-5	-1	0.3	0
O=C(O)C1CCC(=O)N1C1c2ccccc2Oc2ccccc21 (configuration not stated)	4	1.4	.	5	-10	14	-8	0.1	15
Cc1ccc(OCCNS(=O)(=O)c2ccc(N3CCCC3=O)cc2)cc1C	27	0.8	0	12	-4	3	-7	-0.6	0

High-throughput results as filed in PubChem BioAssay.
